IkB sig inh: IkB pathway inhibition in ABC-DLBCL cells; 110,000 compounds, 0.04% hits; Potency, µM (top dose mostly 57.1 µM), without a hit: at the top dose IkBa stabilization activation; ABC-DLBCL IkBa-CBG/CBR dual luciferase ratio, 4 h; response scale: scaled: untreated 0%, proteasome inhibitor 100%; AID 445; active = well fitted curve in the direction sought with a large enough effect in the signal ratio, not every such curve was filed as active; inconclusive = small, poorly fitted or top-dose-only effect, or a change in a side signal; the % refers to the signal ratio;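 note: the direction sought is a rising ratio; 0% = basal untreated cells and 100% = reference inhibitor full response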
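In this assay, an IκBα–CBG68 fusion accumulates when IKK-driven degradation is blocked; native CBR normalizes for cell number. OCI-Ly3 cells were treated 4 h with compound and doxycycline, then green and red light read after Chroma-Glo addition.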
p53ts 32C kill: p53ts cell cytotoxicity, permissive temperature; H1299-p53A138V at 32C, ATP luminescence viability, 24 h; 130,000 compounds, 0.93% hits; Potency, µM (titrated, usually from 46.1 µM), for inactives: at the highest dose activity change, negative = cytotoxicity, most hits filed as cytotoxic;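 note: 0% = DMSO and -100% = full killing by reference compound; nearly all actives have a fitted effect of over 55% in size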
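Cells: H1299 p53ts (A138V), 600/well, pre-incubated 16–30 h at 37C. Cpd up to 46 uM, 24 h, 32C. Readout: ATPlite luminescence, 20 min RT. Normalization: DMSO vs tamoxifen 100 uM. AC50 by Hill equation.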
Imprint erasure: inducers of genomic imprint erasure in mouse ES cells; 110,000 compounds, 0.02% hits; mouse ES Peg3-LacZ reporter, beta-gal luminescence, 40 h; Potency, µM (doses to about 60.7 µM), inactives show at the top dose activity change, positive = activation, hits mostly activators;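 note: 0% = negative control wells on the plate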
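Gelatin-coated wells received 300 freshly trypsinized female ES cells with a Peg3LacZ-Neo reporter on the maternal allele, then incubated 40 hours at 37C. BetaGlo was added for 5 minutes at room temperature before a single luminescence read.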
p53ts 39C tox: p53ts cell cytotoxicity, nonpermissive temperature; H1299-p53A138V viability at 39C, ATP luminescence, 24 h; Potency, µM (top dose mostly 46.1 µM), for inactives: top-dose activity change, negative = cell killing, actives largely listed as cytotoxic; 130,000 compounds, 1.5% hits; note: nearly all actives have a fitted effect of over 55% in size
An asterisk follows results filed as active; ? = inconclusive; . = not tested or not shown; [ ] = dose if it differs, or a comment. Unless noted, calls come from the whole dose curve; as a rule, active = well fitted curve in the direction sought with a large enough effect; inconclusive = small, poorly fitted or top-dose-only effect, or another doubt; inactive = no such curve, though single readings can be large; an effect the other way counts as inactive or inconclusive. Unless noted, % is set by controls: 0 for no effect and ±100 for the full control effect; potency is the fitted concentration of half-maximal effect.

Key to letters: A = IkB sig inh; B = p53ts 32C kill; C = Imprint erasure; D = p53ts 39C tox
CCC(=O)N1CCc2cc(S(=O)(=O)NC(Cc3ccccc3)C(=O)NC3CCCC3)ccc21 (stereo unspecified)
  A = -1.0%	B = 5%	C = -1%	D = 1%

Cn1cccc1Cc1nnc(SCC(=O)N2CCc3ccccc32)n1-c1ccc(F)cc1
  A = 0.7%	B = 5%	C = -16%	D = 32%[activator]

Cc1cccc(N2CCN(c3ccc4cc(S(=O)(=O)N5CCC(C)CC5)ccc4n3)CC2C)c1 (stereo unspecified)
  A = -2.4%	B = 0%	C = -5%[10.9 µM]	D = -10%

CC(C)c1nc2oc3c(NCC4CCCO4)ncnc3c2c2c1COC(C)(C)C2 (stereo unspecified)
  A = -1.5%	B = 14%	C = -4%	D = 1%

CCOC(=O)C1=C(CN2CCC(C(=O)OCC)CC2)NC(=O)NC1c1ccc(Cl)cc1 (stereo unspecified)
  A = 1.6%	B = 18%	C = 26%[10.9 µM]	D = ?

c1ccc(-c2nc3ccccc3s2)nc1
  A = -1.8%	B = ?	C = -68%[inhibitor]	D = -28%

COc1cc(CSc2nnnn2-c2ccc(C)cc2)cc(OC)c1OC
  A = 3.2%	B = 4%	C = -24%	D = -2%

O=C(NCCc1c[nH]c2ccccc12)[C@H]1C[C@@H]1[C@H](NP(=O)(c1ccccc1)c1ccccc1)c1ccccc1
  A = .	B = 20%	C = -18%	D = 4%

COc1ccc(OC)c(C(=O)CC2OC(=O)c3ccccc32)c1 (stereo unspecified)
  A = 23%	B = -10%	C = -2%	D = 4%

Cc1cccc(NC(=O)c2ccc(-n3c(C)nnc3C)cc2)c1
  A = ?	B = 5%	C = -5%[10.9 µM]	D = -30%

CC(NC(=O)c1cccs1)C(c1cccs1)N1CCN(c2ccccc2)CC1 (stereo unspecified)
  A = ?	B = -8%	C = -21%	D = -6%

O=C(CCCN1C(=O)c2ccccc2C1=O)N1CCCCC1
  A = .	B = 3%	C = .	D = 9%

CCOC(=O)CSc1nc2ccc(NC(=O)c3ccc(F)cc3)cc2s1
  A = 1.0%	B = -21%	C = -19%[10.9 µM]	D = ?

CCC(=O)n1nc(-c2cccnc2)nc1NCc1ccc(F)cc1
  A = -0.4%	B = 6%	C = -10%[10.9 µM]	D = 5%

O=C(CNC(=O)c1ccc(Cl)cc1Cl)OCc1nc2ccccc2s1
  A = .	B = -13%	C = .	D = -9%

COc1ccc(CC(=O)Nc2ccc(-c3noc(-c4ccc(Cl)cc4)n3)cc2)cc1
  A = .	B = 2%	C = .	D = 34%[activator]

CCOC(=O)c1sc(/N=C/N(C)C)c(C(=O)OCC)c1C
  A = -3.1%	B = 8%	C = -5%	D = 7%

CCc1cccc(NC(=O)C2CCC(CNS(=O)(=O)c3ccc4c(c3)CCCC(=O)N4)CC2)c1 (stereo unspecified)
  A = ?	B = -4%	C = -4%[10.9 µM]	D = -15%

CC(C)C(=O)Nc1c(C(=O)N2CCN(c3ccccc3F)CC2)oc2ccccc12
  A = ?	B = 3%	C = -9%[10.9 µM]	D = -7%

O=c1ccc(=O)n2n1CC(O)C2
  A = 0.4%	B = 11%	C = -1%	D = 9%

Nc1cnn(C2CCCO2)c(=O)n1 (stereo unspecified)
  A = 0.4%	B = 8%	C = 10%	D = 4%

Cc1cccc(C(=O)OCC(=O)Nc2ccc(N3CCCCC3)cc2)c1O
  A = 0.1%	B = 0%	C = 14%	D = -2%

CCCn1c(-c2ccc(F)cc2)n[nH]c1=S
  A = 3.4%	B = 7%	C = -13%	D = 15%

CCOC(=O)c1ccc(N2C(=O)CC(NC3CCN(C(=O)c4cccc(Cl)c4)CC3)C2=O)cc1 (stereo unspecified)
  A = 4.7%	B = -3%	C = -12%	D = 5%

CCC1=Nc2cc(C(=O)NCc3ccccc3Cl)ccc2Sc2ccc(C)cc21
  A = 2.3%	B = 14%	C = -25%[10.9 µM]	D = 4%

O=C(O)C1CCCCC1C(=O)Nc1nccs1 (stereo unspecified)
  A = 4.3%	B = -3%	C = -3%	D = -2%

O=C(Nc1ccc(Cl)cc1)C1CCC(CNS(=O)(=O)c2ccc(Br)s2)CC1 (stereo unspecified)
  A = 0.1%	B = ?	C = -6%[10.9 µM]	D = -23%

O=C(NCCCN1CCOCC1)c1cc(-c2ccc(Br)cc2)on1
  A = 1.0%	B = 0%	C = -12%	D = -28%

CSc1nsc(SCc2cnc(C)nc2N)n1
  A = 1.1%	B = 8%	C = -3%	D = 6%

CCOc1ccccc1-n1c(SCC(N)=O)nc2ccccc2c1=O
  A = 3.0%	B = -2%	C = -4%	D = 15%

CCOc1ccc(CCNC(=O)C(CC)n2nc(C)c3c(C)n(-c4ccccc4)nc3c2=O)cc1 (stereo unspecified)
  A = ?	B = -6%	C = 6%[10.9 µM]	D = 10%

CCCC(=O)C1=C(O)C(C(=O)OC)C(C)(C)CC1=NC (stereo unspecified)
  A = -0.1%	B = 8%	C = -3%	D = -1%

COc1ccccc1NC(=O)c1oc2ccccc2c1NC(=O)c1ccc(S(=O)(=O)N(C)C)cc1
  A = 2.6%	B = -2%	C = -13%[10.9 µM]	D = -3%

O=C(Nc1ccc2oc(-c3ccccc3)nc2c1)c1cccnc1
  A = ?	B = -6%	C = -22%	D = -9%

CCN(CC)C(=O)C1=C(C)Nc2nc3ccccc3n2C1c1ccc(Cl)cc1 (stereo unspecified)
  A = ?	B = 11%	C = -2%[10.9 µM]	D = 14%

O=C(COc1ncnc2ccccc12)N1CCN(C(=O)c2ccco2)CC1
  A = 0.5%	B = 5%	C = 11%	D = 5%

COCCNC(=O)Cn1nc(-c2ccc(C)cc2)c2ccccc2c1=O
  A = 0.5%	B = 1%	C = -7%[10.9 µM]	D = -12%

COc1cc(Cl)c(C)cc1NC(=O)CC(c1ccc(F)cc1)N1Cc2ccccc2C1=O (stereo unspecified)
  A = 0.1%	B = -3%	C = 22%[10.9 µM]	D = -16%

CCc1cccc2sc(N3CCN(C(=O)C4CC4)CC3)nc12
  A = -3.2%	B = 6%	C = 19%[10.9 µM]	D = -16%

CCCCCOc1ccc(NS(C)(=O)=O)cc1
  A = -0.3%	B = 3%	C = -14%	D = -11%

Cc1nc(-c2ccccc2)sc1CCNC(=O)C(=O)Nc1ccc2c(c1)OCO2
  A = 0.9%	B = 0%	C = -7%[10.9 µM]	D = -25%

CCn1c(=O)cc(OCC(=O)N(C)c2ccc(OC)cc2)c2ccccc21
  A = 7.6%	B = -1%	C = -12%[10.9 µM]	D = -24%

O=C(CSc1nccn1Cc1ccccc1)NCc1ccccc1Cl
  A = -4.4%	B = 44%[activator]	C = -4%[10.9 µM]	D = 3%

CSc1ccc(NC(=O)[C@H]2CCCC[C@@H]2C(=O)O)cc1
  A = 0.9%[11.4 µM]	B = -5%[9.22 µM]	C = -10%[10.9 µM]	D = 5%[9.22 µM]

Cc1ccc(OCCN2C(=O)c3ccccc3C2=O)c(C)c1
  A = -3.2%	B = 2%	C = -18%	D = -5%

Cc1ccc2c(c1)N(CCC(=O)NCc1ccccc1Cl)C(=O)CO2
  A = ?	B = 9%	C = -3%[10.9 µM]	D = -2%

COC(=O)c1ccc(Cn2nc(-c3ccc(C)c(C)c3)ccc2=O)cc1
  A = -0.2%	B = 0%	C = -12%[10.9 µM]	D = -5%

Nc1nc2c(c(=O)[nH]1)N[C@H](CCNc1ccc(C(=O)O)cc1)CN2
  A = -0.6%[11.4 µM]	B = -7%[9.22 µM]	C = -5%[10.9 µM]	D = 5%[9.22 µM]

O=c1c(O)c(-c2ccccc2)oc2cc(O)ccc12
  A = .	B = -10%	C = -5%	D = -15%

Cc1ccc(C(=O)COc2cccc(NC(=O)c3ccco3)c2)cc1
  A = ?	B = -4%	C = -23%	D = 0%

(next part)
Key to letters: A = IkB sig inh; B = p53ts 32C kill; C = Imprint erasure; D = p53ts 39C tox
CCOC(=O)N1CCN(S(=O)(=O)c2ccc3c(c2)SCC(=O)N3)CC1
  A = 1.5%	B = 0%	C = -7%	D = -1%

O=C(CN1C(=O)NC2(CCCC2)C1=O)Nc1cccc(-c2nnc3n2CCCCC3)c1
  A = 0.7%	B = -1%	C = -2%	D = -3%

CCN(CCCNC(=O)c1nn(-c2ccc(OC)c(Cl)c2)c(=O)c2c1c1ccccc1n2C)c1cccc(C)c1
  A = -2.6%	B = 0%	C = -10%[10.9 µM]	D = 19%

O=C(c1cccc(S(=O)(=O)N2CCOCC2)c1)N1CCCc2ccccc21
  A = 0.7%	B = 2%	C = 6%	D = 10%

O=C1CCC(=O)N1c1ccccc1-c1ccccc1
  A = ?	B = -4%	C = -4%	D = -9%

Nc1ccccc1-c1nnc(SCc2ccccc2F)[nH]c1=O
  A = ?	B = -12%	C = -18%	D = -4%

CC(C)C1N(S(=O)(=O)c2ccccc2)CCN1S(=O)(=O)c1ccccc1
  A = 1.3%	B = -20%	C = -14%	D = -2%

Cc1ccc(Nc2nc(N)nc(CN3CCN(Cc4ccc5c(c4)OCO5)CC3)n2)cc1
  A = ?	B = -8%	C = -14%	D = -6%

COc1ccc2nc(SCC(=O)Nc3ccc(S(=O)(=O)Nc4onc(C)c4C)cc3)[nH]c2c1
  A = 2.5%	B = -7%	C = -27%	D = 8%

CCOC(=O)N1CCC(NC(=O)c2cnn(-c3ccc(OC)cc3)c2C2CCN(C(=O)OC(C)(C)C)CC2)CC1
  A = ?	B = 10%	C = -3%[10.9 µM]	D = 13%

COc1ccc(-n2c(=O)cnc3cnc(OC)nc32)cc1
  A = -0.6%[11.4 µM]	B = -1%	C = -4%	D = 14%

O=C(c1ccc2c(c1)N(Cc1ccccc1)C(=O)c1ccccc1S2(=O)=O)N1CCCC1
  A = -1.7%	B = 6%	C = -19%[10.9 µM]	D = -15%

COc1ccc(NC(=O)Cn2cc(S(=O)(=O)c3ccccc3)c(=O)c3cc4c(cc32)OCO4)cc1
  A = ?	B = -4%	C = 11%[10.9 µM]	D = 20%

Cc1n[nH]c(C)c1S(=O)(=O)N1CCOCC1
  A = 0.9%	B = -9%	C = 9%	D = 4%

COC(=O)[C@@H]1C2CC3c4[nH]c5cc(OC)ccc5c4CCN3CC2C[C@H](OC(=O)c2cc(OC)c(OC)c(OC)c2)C1OC (stereo partly specified)
  A = .	B = 8%	C = -34%[inhibitor]	D = -11%

S=P(c1ccc(N2CCOCC2)cc1N1CCOCC1)(N1CCOCC1)N1CCOCC1
  A = 0.3%	B = -3%	C = ?	D = -10%

CCCN1C(=O)C2(c3ccccc31)c1c(oc3ccccc3c1=O)C(=O)N2CCO (stereo unspecified)
  A = 0.9%	B = 5%	C = 1%[10.9 µM]	D = 12%

COc1ccc(NC(=O)c2csnn2)cc1
  A = 0.2%	B = ?	C = -35%[inhibitor][10.9 µM]	D = -29%

O=C(c1cc2c(=O)[nH]c3ccccc3c2s1)N1CCN(c2ccc(F)cc2)CC1
  A = ?	B = 10%	C = -12%[10.9 µM]	D = -1%

FC(F)Oc1ccc(-c2csc(Cc3nnc4n3CCCCC4)n2)cc1
  A = 1.3%	B = -12%	C = -29%	D = -17%

Cc1ccc(-n2ncc3c(N4CCN(C)CC4)ncnc32)cc1C
  A = ?	B = -22%	C = -25%[10.9 µM]	D = ?

Whole records, looked up by structure. Order of screens: IkB sig inh | p53ts 32C kill | Imprint erasure | p53ts 39C tox
`Cc1ccc(Nc2nc(N)nc(CN3CCN(Cc4ccc5c(c4)OCO5)CC3)n2)cc1` across the screens: ? | -8% | -14% | -6%
`COc1ccc(-n2c(=O)cnc3cnc(OC)nc32)cc1` across the screens: -0.6%[11.4 µM] | -1% | -4% | 14%
`Cc1n[nH]c(C)c1S(=O)(=O)N1CCOCC1` across the screens: 0.9% | -9% | 9% | 4%
`FC(F)Oc1ccc(-c2csc(Cc3nnc4n3CCCCC4)n2)cc1` across the screens: 1.3% | -12% | -29% | -17%
